MITF inh: human MITF inhibition, primary screen; O75030; AlphaScreen MITF homodimerization, bead proximity signal; inhibition, % at 2.6 µM; actives 0.91% (n = 650,000); AID 1259374; in the data active = inhibition above about 50%;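 also: 0% = vehicle wells with protein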
FBW7 activator: human FBW7 E3 ligase activation, primary screen; Q969H0; AlphaScreen FBW7–phospho-cyclin E peptide binding, activator screen; normalized activity (activation), % at 26.1 µM; actives 0.13% (n = 650,000); in the data active = normalized activity above about 1.9%;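 also: purified mutant Fbw7 with reduced substrate affinity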
Target sequence (Q969H0 whole entry, looked up): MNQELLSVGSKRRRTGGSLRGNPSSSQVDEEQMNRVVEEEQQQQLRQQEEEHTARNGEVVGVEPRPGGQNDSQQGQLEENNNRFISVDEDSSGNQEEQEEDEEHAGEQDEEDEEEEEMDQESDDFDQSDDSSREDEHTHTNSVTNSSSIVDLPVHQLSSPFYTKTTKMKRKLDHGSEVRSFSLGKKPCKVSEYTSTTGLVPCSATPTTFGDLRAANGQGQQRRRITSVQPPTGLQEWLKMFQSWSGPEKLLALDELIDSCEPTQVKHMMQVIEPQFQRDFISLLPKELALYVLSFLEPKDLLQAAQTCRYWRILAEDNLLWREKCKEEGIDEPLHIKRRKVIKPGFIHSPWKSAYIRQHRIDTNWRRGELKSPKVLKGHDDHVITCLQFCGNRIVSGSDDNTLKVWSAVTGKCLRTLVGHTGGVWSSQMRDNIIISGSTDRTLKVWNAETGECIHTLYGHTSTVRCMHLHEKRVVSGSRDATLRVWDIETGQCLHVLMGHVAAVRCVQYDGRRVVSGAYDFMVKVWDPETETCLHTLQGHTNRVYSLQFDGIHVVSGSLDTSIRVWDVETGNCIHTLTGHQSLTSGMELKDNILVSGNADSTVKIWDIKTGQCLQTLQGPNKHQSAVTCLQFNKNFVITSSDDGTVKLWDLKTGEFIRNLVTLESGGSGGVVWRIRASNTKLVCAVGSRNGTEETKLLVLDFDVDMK
GPR151 ag: activators of human GPR151; actives 1% (n = 650,000); PathHunter beta-arrestin GPR151 cells, luminescence; Q8TDV0; activation, % at 11.2 µM; in the data active = activation above about 4.9%;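 also: 0% = median of compound wells and 100% = cells with positive control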
TEAD-YAP block: TEAD-YAP interaction inhibition | inhibition, % at 9.12 µM | HEK-TIYL cells, TEAD-Gal4/YAP UAS-luciferase luminescence | actives 1.4% (n = 640,000) | AID 1259422; in the data active = inhibition above about 32%;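 also: 0% = median of test compound wells and 100% = reference inhibitor wells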
* = called active by the depositor; . = no result given.

SMILES | MITF inh | FBW7 activator | GPR151 ag | TEAD-YAP block
Cc1ccccc1OCC(=O)NNC(=O)c1ccc(N2CCCCC2)c([N+](=O)[O-])c1 | 3 | 0.0 | -1.3 | 5
CC(C)(C)NC(=O)NC(=O)COC(=O)c1ccc(Cl)c(N)c1 | 10 | 0.1 | -0.9 | 1
Cc1nc(N2CCCC2C(=O)NCc2ccc(N3CCOCC3)cc2)nc2ccc(F)cc12 (stereo unspecified) | -21 | 0.0 | -0.3 | -4
CC1(CC(=O)Nc2ccccc2)NC(=S)N(c2ccccc2)N1 (stereo unspecified) | 3 | -0.1 | -0.1 | 3
CNC(=O)c1cc2c(=O)n3cccc(C)c3nc2n(CCOC)c1=N | 1 | 0.1 | 0.3 | 8
Cc1ccc(OC(=O)c2ccc(Cl)c(Cl)c2)cn1 | -11 | 0.0 | -0.3 | 3
CC1(C(=O)Nc2ccc([N+](=O)[O-])cc2)Cc2ccccc2C(=O)O1 (stereo unspecified) | 3 | 0.0 | 1.9 | 10
COc1cccc(NC(=O)CN(c2ccc(Oc3ccccc3)cc2)S(C)(=O)=O)c1 | 12 | 0.1 | -0.5 | -10
Cc1cnc(Nc2ccc3ncccc3c2)nc1N | 4 | -0.1 | -0.2 | -35
CCCNC(=O)CCNC(=O)c1ccc2c(c1)OCO2 | -3 | 0.1 | -0.4 | -37
CCn1c(CSc2nc3ccccc3s2)nnc1SCC(N)=O | 9 | 0.1 | -0.5 | 2
CCOC(=O)CNC(=O)CSc1ccc2nnc(-c3cccc(F)c3)n2n1 | 10 | 0.1 | -0.3 | 7
Cc1ccc2c(c1)CN(CCC(=O)NCc1ccccc1C)CC(C)O2 (stereo unspecified) | 6 | -0.1 | 0.5 | -5
COCc1ccc(CN2CCC3(CC2)CC3C(=O)Nc2ccc(OC)c(Cl)c2)o1 (stereo unspecified) | 9 | -0.1 | 0.3 | -1
COCCOC(=O)C1=C(C)NC(=O)NC1c1ccc(O)c([N+](=O)[O-])c1 (stereo unspecified) | 0 | -0.1 | 3.8 | 0
C/C=C/C(=O)Nc1ccc(-c2nc3ccccc3[nH]2)cc1 | 6 | 0.2 | -4.2 | -57
COc1ccc(CNc2oc(COc3ccc(F)cc3)nc2C#N)cc1 | 6 | -0.1 | -0.1 | -19
CCOc1ccc(Cl)cc1S(=O)(=O)Nc1ccccc1 | 1 | 0.1 | -0.8 | -6
N#Cc1c(-c2cccc3ccccc23)c(C#N)c2nc3ccccc3n2c1N | 2 | 0.3 | 0.8 | 1
CCOC(=O)c1c(C)[nH]c2ccc(Oc3nc(OC)cc(OC)n3)cc12 | -3 | 0.2 | 1.6 | 41*
CCOC(=O)/C(N=Nc1ccccc1C(F)(F)F)=C(\C)O | -1 | -0.1 | 0.7 | 1
O=C(Cc1cccs1)Nc1ccc(S(=O)(=O)N2CCCCC2)cc1 | 7 | 0.0 | 1.9 | -1
CC1CC(C)(C)NC(=S)N1CC(=O)NCc1ccc(Cl)cc1 (stereo unspecified) | -1 | -0.2 | -0.1 | -4
O=C(NCCC1CCCCN1S(=O)(=O)c1cccs1)C1(c2ccccc2)CCOCC1 (stereo unspecified) | 9 | 0.1 | -1.5 | -3
CC(=O)n1c(O)c(C2=NC(=S)NC2=O)c2ccccc21 | -5 | -0.2 | -0.3 | -3
O=C(Cn1ncc2c(=O)oc3ccccc3c21)N1CCN(c2ccccc2F)CC1 | 3 | 0.2 | -1.1 | 4
O=C(Nc1ccc2c(c1)OCO2)c1ccc(=O)oc1 | 2 | -0.1 | -1.6 | -3
COc1ccc(C2CC(c3ccc(Cl)cc3Cl)Nc3nc(N)nn32)cc1 (stereo unspecified) | 18 | -0.2 | 0.0 | 1
C=CCc1c(C)nc(SC)nc1Nc1ccc(OC)cc1 | 7 | -0.1 | 0.9 | 1
C#CCN1C(=O)S/C(=C/c2cccc([N+](=O)[O-])c2)C1=O | -25 | -0.1 | 0.4 | 4
O=[N+]([O-])c1ccc(NC(=S)Nc2cnccn2)cc1 | -4 | 0.0 | 0.4 | 28
COc1cc(Nc2nc(NCCN(C(C)C)C(C)C)c3ncn(CCN4CCCC4=O)c3n2)cc(OC)c1OC | 7 | 0.0 | -0.5 | 1
COc1ccc(C(=O)c2sc3nc(-c4cccs4)cc(C(F)(F)F)c3c2N)cc1 | -6 | -0.2 | 0.0 | -10
CCCc1cc(=O)[nH]c2nnc(SCc3ccccn3)n12 | 4 | 0.0 | 0.2 | -10
CC(=O)c1ccc(NC(=O)/C=C/c2ccc(C)cc2)cc1 | 8 | 0.2 | 2.4 | -38
COc1ccc(Br)cc1/C=N/NC(=O)CNC(=O)COc1cccc(C)c1 | 0 | -0.2 | 0.5 | -15

Three consecutive compounds from above, quoted:
SMILES | MITF inh | FBW7 activator | GPR151 ag | TEAD-YAP block
COc1ccc(C(=O)c2sc3nc(-c4cccs4)cc(C(F)(F)F)c3c2N)cc1 | -6 | -0.2 | 0.0 | -10
CCCc1cc(=O)[nH]c2nnc(SCc3ccccn3)n12 | 4 | 0.0 | 0.2 | -10
CC(=O)c1ccc(NC(=O)/C=C/c2ccc(C)cc2)cc1 | 8 | 0.2 | 2.4 | -38

Carrying on.
SMILES | MITF inh | FBW7 activator | GPR151 ag | TEAD-YAP block
CCOc1ccc(S(=O)(=O)Nc2c(C)cccc2CC)c2cccnc12 | 6 | 0.3 | -1.5 | -3
c1ccc(CN2CCN(CCCNc3ccc4nnc(-c5ccccc5)n4n3)CC2)cc1 | 27 | 0.7 | 0.9 | 5
COc1ccc(C(=O)/C=C/c2cccc(OC)c2)cc1 | 0 | -0.1 | 0.0 | -21
CCc1nnc(NC(=O)c2cccc(S(=O)(=O)N(CC)CC)c2)s1 | 2 | 0.0 | 1.5 | -25
COc1ccc(-n2c(/C=C/c3c[nH]c4ccccc34)nc3ccc(I)cc3c2=O)cc1 | -4 | -0.2 | 2.2 | -7
COc1ccc(CN2CCN(CCCc3ccccc3)CC2)cc1OC | 59* | -0.1 | 1.3 | 6
CCOc1ccccc1CNCc1ccco1 | 12 | 0.9 | -0.6 | 3
Cc1nc2sc(C(=O)c3ccc(Cl)cc3)c(N)c2c(-c2ccccc2Cl)c1C(=O)Nc1ccccc1 | -16 | 0.0 | 0.7 | 7
COc1cc(CN2CCN(CCCc3ccccc3)C(CCO)C2)ccc1O (stereo unspecified) | -6 | 0.0 | -1.1 | -3
CC(=O)Nc1cccc(NC(=O)c2cccc3ccccc23)c1 | -4 | -0.3 | -0.6 | -2
c1ccc2c(-n3ccnc3)c3ccccc3nc2c1 | 12 | 0.5 | -0.8 | 11
CNc1ccc(Oc2nc([N+](=O)[O-])nn2C)cc1 | 21 | -0.1 | -0.4 | 0

Record cards, as listed above:
`COc1ccc(C(=O)/C=C/c2cccc(OC)c2)cc1` across the screens: MITF inh: 0; FBW7 activator: -0.1; GPR151 ag: 0.0; TEAD-YAP block: -21
`COc1ccc(CN2CCN(CCCc3ccccc3)CC2)cc1OC` across the screens: MITF inh: 59*; FBW7 activator: -0.1; GPR151 ag: 1.3; TEAD-YAP block: 6
`CC(=O)Nc1cccc(NC(=O)c2cccc3ccccc23)c1` across the screens: MITF inh: -4; FBW7 activator: -0.3; GPR151 ag: -0.6; TEAD-YAP block: -2

More structures.
SMILES | MITF inh | FBW7 activator | GPR151 ag | TEAD-YAP block
Cc1cc2nc(Cc3ccc(F)c(F)c3)c(=O)[nH]c2cc1C | 11 | -0.1 | -0.4 | 9
CCN1CCN(C(=O)CN2C(=O)CCSc3ccccc32)CC1 | -2 | -0.1 | 0.0 | -2
O=C1/C(=C/c2ccc([N+](=O)[O-])cc2)SC(=Nc2ccccc2)N1c1ccccc1 | -5 | 0.0 | 0.1 | -3
Cc1ccc(Cn2c(SCC(C)C)nc3c2c(=O)[nH]c(=O)n3C)cc1 | 10 | 0.1 | 0.8 | -1
CCCCCCCC1=NN2C(=N)/C(=C/c3ccc4c(c3)OCO4)C(=O)N=C2S1 | 7 | -0.1 | 0.0 | 2
O=C(N/N=C/c1cc(Cl)ccc1O)c1ccccc1O | -5 | 0.8 | 0.3 | -5
CCOCCCNC(=O)Cn1nc(C)n2c(cc3cc(C)ccc32)c1=O | -7 | 0.2 | -0.6 | -3
Cc1cc(C)c(NC(=O)Nc2ccccc2)c(C)n1 | 6 | 0.3 | -1.8 | 0
CCCCCn1c(=O)c2ccccc2n2c(COc3ccc(C)nc3[N+](=O)[O-])nnc12 | 9 | 0.0 | 0.0 | 5
O=C(COc1ccccc1)Nc1ccc(N2CCC(NCCN3CCNC3=O)CC2)cc1 | 1 | -0.1 | 0.3 | 9
Cc1cccc(Nc2nnc(SCC(=O)NC3(C#N)CCCCC3)s2)c1C | -6 | 0.6 | -1.2 | 8
Cc1ccc2oc(-c3cc(NC(=O)c4ccccc4Cl)ccc3O)nc2c1 | 3 | -0.1 | 0.4 | 5
CCN1C(=O)C(C)(C)COc2ccc(NC(=O)Nc3ccc(C)cc3)cc21 | 12 | -0.2 | -1.1 | -2
CCCOC(=O)C1=C(C)NC(=O)NC1c1ccc(OCCC)c(OC)c1 (stereo unspecified) | 0 | 0.0 | -0.8 | -19
Cc1ccc(C(=O)NCC2CCCN2S(=O)(=O)c2ccccc2)cc1 (stereo unspecified) | 9 | 0.9 | -3.2 | -7
CC1=C(C(=O)OCC(C)C)C(c2cc3c(cc2Cl)OCO3)C2=C(CC(c3ccccc3)CC2=O)N1 (stereo unspecified) | 3 | 0.0 | -0.8 | 1
C=CCNC(=O)N1CCc2nc(-c3ccc(OC)cc3C)c3c(c2C1)CO[C@@H](c1ccccc1)C3 | 2 | -0.1 | 0.5 | .
NCCSc1nc2ccccc2n1-c1ccccc1 | 44 | -0.2 | -1.1 | 5
CN(C)S(=O)(=O)c1ccc(C(=O)Nc2cccc(Cl)c2)cc1 | -1 | 0.2 | -0.6 | -13
O=C1C(=C(O)c2ccccc2)C(=O)c2ccccc21 | 7 | 0.0 | -0.4 | -1
CCCOC(=O)C1=C(C)NC2=C(C(=O)CC(C)(C)C2)C1c1ccc(O)cc1 (stereo unspecified) | 4 | 0.0 | 2.3 | -2
CCOc1ccc(NC(=O)CNC(=O)Cn2cnc3sc(C)c(C)c3c2=O)cc1 | 3 | 0.4 | -0.2 | -10
CC(Nc1ncnc2sccc12)c1ccccc1 (stereo unspecified) | -4 | -0.1 | 3.0 | 53*
Cc1ccc2c(c1)S(=O)(=O)N=C(CN1CCN(S(C)(=O)=O)CC1)N2 | 19 | 0.2 | -1.3 | 0

Structures shown so far containing a furan ring, fused or not:
SMILES | MITF inh | FBW7 activator | GPR151 ag | TEAD-YAP block
COCc1ccc(CN2CCC3(CC2)CC3C(=O)Nc2ccc(OC)c(Cl)c2)o1 (stereo unspecified) | 9 | -0.1 | 0.3 | -1
CCOc1ccccc1CNCc1ccco1 | 12 | 0.9 | -0.6 | 3

Later entries
SMILES | MITF inh | FBW7 activator | GPR151 ag | TEAD-YAP block
O=C(COC(=O)c1ccc2c(c1)-c1ccccc1C2=O)c1ccc([N+](=O)[O-])cc1 | 7 | 0.5 | -1.9 | -17
O=C(CN1C(=O)C2CC=CCC2C1=O)Nc1ccc(I)cc1 (stereo unspecified) | -13 | -0.1 | 0.4 | 0
Cc1ccc(-c2csc(NC(=O)c3c(-c4ccccc4Cl)noc3C)n2)c(C)c1 | 14 | 0.1 | -1.0 | -4
CS(=O)(=O)N1N=C(c2cccs2)CC1c1ccccc1 (stereo unspecified) | -18 | 0.7 | -1.1 | -8
Cc1ccc(/C=C/C(=O)Nc2ccc(S(=O)(=O)Nc3nccs3)cc2)cc1 | 9 | 0.0 | 1.3 | -5
Cn1c(C(=O)O)c(CC(=O)N2CCC(C(N)=O)CC2)c2ccccc21 | 5 | -0.1 | 3.9 | -4
Cc1cc(NS(=O)(=O)c2ccc(NC(=S)NC(=O)c3ccco3)cc2)no1 | 4 | -0.1 | -0.4 | 1
Cc1nnc(N/N=C/C(C)c2ccccc2)[nH]c1=O (stereo unspecified) | 7 | -0.7 | 1.6 | -1
O=C(CC(SCc1ccco1)c1cccs1)c1ccc(Cl)cc1 (stereo unspecified) | 11 | 0.0 | -0.5 | -45
NS(=O)(=O)c1ccc(NC(=O)c2ccc([N+](=O)[O-])cc2Cl)cc1 | 10 | 0.2 | -1.2 | 9
CCOC(=O)c1ccc(NC(=O)C(C)N(c2ccc(C)c(C)c2)S(C)(=O)=O)cc1 (stereo unspecified) | -3 | 0.0 | 5.1* | -8
CCOC(=O)N1CCc2c(sc(NC(=O)Cc3ccccc3)c2-c2nc3ccccc3s2)C1 | 0 | 0.2 | -0.2 | -4
O=C1CNC(=S)N1c1ccccc1C(F)(F)F | 6 | 0.3 | -0.5 | 5
CCC(CCC(=O)Nc1ccccc1[N+](=O)[O-])C(=O)O (stereo unspecified) | 4 | 0.2 | 3.0 | 8
O=C(O)CC/C=C\C[C@@H]1CO[C@H](c2ccccc2Cl)O[C@@H]1c1ccccc1O | -22 | -0.1 | 0.2 | .

High-throughput results as filed in PubChem.
